# MT stabilize HCS: microtubule stabilizers in HeLa cells; AID 2205; HeLa tubulin immunostaining HCS, 24 h; share of cells brighter than vehicle mean+2SD; 200,000 tested, 0.83% active; % tubulin-high responders, % at 10 µM;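 active means plate Z-score above 3 for both tubulin-high and condensed-nucleus cell shares, with cell loss under 80%, at 10 µM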;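 further: anti alpha tubulin signal scored within the nucleus-defined area of each cell; some results filed as inactive read as strong as hits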
# Ins promoter up: MIN6 insulin promoter up-regulation; MIN6 insulin promoter-GFP reporter, high-content imaging; stronger effect = higher value; z-score at 5 µM; 190,000 tested, 0.3% active; AID 1625;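 active means z-score above 3 at 5 µM with at least 500 cells counted in the well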
# PMI inhibitors: inhibitors of human PMI, primary screen, biochemical, fluorescence intensity, coupled assay (AID 1209). 190,000 tested, 0.42% active. purified PMI enzyme, coupled fluorescence intensity; higher % means a stronger effect. inhibition, % at 20 µM; hits with a dose series show IC50 in µM;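 further: plate controls were DMSO vehicle for no effect and wells lacking substrate for full effect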
# TNAP activators: human TNAP enzyme activators, primary screen, biochemical, luminescent, no phosphate acceptor, uHTS (AID 1001); purified TNAP, luminescent activation assay, no phosphate acceptor; higher activation fold means a stronger effect; one-dose activation fold at 20 µM; EC50 in µM for titrated hits; 200,000 tested, 0.03% active; in the data active means activation fold from about 3, or a potency from the dose series; inactive means the rest, 99 in 100 with activation fold below about 1.6; further: many of its hits are not listed in these tables
# PMI inhibition: human PMI inhibitors, high substrate, primary screen, biochemical, fluorescence intensity, high mannose 6-phosphate (AID 1220); recombinant PMI enzyme, coupled fluorescence intensity; higher % means a stronger effect; one-dose inhibition, % at 20 µM; IC50 in µM for titrated hits; 190,000 tested, 0.66% active
# Lipid droplet: modulators of hepatic lipid droplet formation. AML12 mouse hepatocytes, oleate lipid droplets, BODIPY imaging. inhibition, % at 6.5 µM. 240,000 tested, 0.4% active. AID 1656;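 active means lipid droplet intensity inhibited by at least 50%, with more than 500 cells counted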
#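 Material – AML12 mouse liver cells · Also added – oleate loading, 100 µM · Compound dosing – 6.5 µM single-point dosing · Times – overnight treatment with compound plus oleate · Measured by – fluorescence imaging, 20x objective, two fields per well · Read-out – percent inhibition of filter-corrected integrated lipid droplet intensity per well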
# T cell HTS: modulates CD8 T cell binding to vesicles. 2C CD8+ T cell-vesicle binding, flow cytometry; stronger effect = lower value. calls only at 7 µM. 330,000 tested, 0.068% active;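 active means response, share of CD8 T cells binding vesicles, and their 90th percentile fluorescence all below set limits, cut at about 80% in these data, passing the limit was not always enough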
#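 System: murine 2C transgenic CD8+ T lymphocytes; also added: QL9-loaded Drosophila micro-vesicles; times: binding 1.5 h at 37 °C; measured by: flow cytometry, PE anti-B7-1 (FL2) versus Alexa647 anti-CD8 (FL8), PFA-fixed; control set: Peptide-free naked vesicles (low) and QL9 vesicles with 0.7% DMSO vehicle (high)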
# b-catenin transl: modulators of beta-catenin nuclear translocation; HeLa beta-catenin nuclear translocation, immunofluorescence imaging; nuclear translocation activity, % at 5 µM; 190,000 tested, 0.3% active; AID 1665;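 active means nuclear translocation activity above 50% at 5 µM, with a well cell count of 50 or more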;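 further: per-cell ratio of nuclear to cytoplasmic median beta-catenin stain intensity; plate controls were DMSO negative control for no effect and GSK-3 inhibitor IX positive control for full effect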
#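 Technique: fluorescence imaging of beta-catenin antibody stain plus DAPI / Material: human HeLa cell line / Incubation: compound treatment 24 h, 37°C, 5% CO2 / Read-out basis: % activation of per-cell nuclear versus cytoplasmic median beta-catenin signal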
# Autophagy HCS: alters autophagy in cells. calls only at 10 µM (by protocol). MEF GFP-LC3 puncta imaging; test concentration mostly 10 µM. AID 463193. 190,000 tested, 0.98% active;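 active means percentage of spot-positive cells more than 3 SD above its plate mean, without a fluorescence outlier flag or 80% toxicity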;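 further: spot-positive cell cutoff set from DMSO-treated cells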
# Ins promoter up cell count: also measured in Ins promoter up; calls as there; cell count; measured here: cytotoxicity, nuclei count;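 total cells summed across four imaged fields per well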
# Lipid droplet cells 6.5 µM: second read-out of Lipid droplet, no call of its own (marks repeat the call); cell count; measured here: cell count, cytotoxicity flag;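 cells counted across two imaged fields per well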
# b-catenin transl cell count 5 µM: recorded beside b-catenin transl, whose call it bears; cell count; measured here: cell count, cytotoxicity flag
# T cell HTS vesicle-bound %: further read-out of T cell HTS, marked with its call; double positive events, %; measured here: CD8+ vesicle-bound cell fraction;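 binding gate set so that unloaded-vesicle control wells show 10% double positive cells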
# MT stabilize HCS Hoechst-high %: also measured in MT stabilize HCS; calls as there; % Hoechst-high responders; measured here: nuclear condensation Hoechst responders;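 share of cells brighter than vehicle mean plus two SD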
# MT stabilize HCS cytotoxicity %: further read-out of MT stabilize HCS, marked with its call; toxicity, %; measured here: cytotoxicity by cell density;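 0% = mean cell density of plate MIN control wells and 100% = no cells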
# Autophagy HCS cell loss 18 h: further read-out of Autophagy HCS, marked with its call; toxicity, %; measured here: cell loss, nuclei count;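 cell loss after 18 h compound exposure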
# Starred values were filed as active, the others as inactive; i = inactive; / = no result given. Unless noted, no stated cut-off is given here; in the data, active means inhibition above about 50%; inactive means the rest.
SMILES,MT stabilize HCS,MT stabilize HCS Hoechst-high %,MT stabilize HCS cytotoxicity %,Ins promoter up,Ins promoter up cell count,PMI inhibitors,TNAP activators,PMI inhibition,Lipid droplet,Lipid droplet cells 6.5 µM,T cell HTS,T cell HTS vesicle-bound %,b-catenin transl,b-catenin transl cell count 5 µM,Autophagy HCS,Autophagy HCS cell loss 18 h
COC(=O)c1ccccc1NC(=O)N1CCCC1,3.2,2.2,3.6,1.6,1224,16%,1.1,13%,3,754,i,24,/,/,i,-4
N/C(=N\OC(=O)c1cccnc1)c1ccccc1Cl,3.0,1.8,0.4,/,/,2%,1.1,-7%,-28,783,i,12,2.7,458,i,14
CC(=O)Nn1cc2c(=O)n(C)c(=O)n(C)c2c1,1.5,1.2,6.5,-0.47,1217,-13%,1.2,-6%,/,/,i,61,-4.9,1132,i,1
O=C(NC1CCCc2ccccc21)c1ccc(CNc2c(N3CCOCC3)c(=O)c2=O)cc1 (stereo not given),12,1.5,3.7,0.09,1133,-5%,1,-7%,15,720,i,46,-1.5,1098,/,/
COCCCN1C(=O)C(O)=C(C(=O)c2ccco2)C1c1ccccc1 (stereo not given),3.2,1.7,5.4,0.96,1257,10%,1.1,2%,11,716,i,22,-0.7,1178,i,23
CCOC(=O)c1cnc2nc(N3CCOCC3)nn2c1N,1.9,3.0,9.2,-0.25,1338,4%,1.1,7%,6,710,i,57,-5.3,1093,i,2
CCCc1cnc(N2CCN(S(=O)(=O)c3cccs3)CC2)nc1,/,/,/,1.6,1458,/,/,/,7,708,i,52,0.1,1087,/,/
CCOC(=O)C(Cc1ccccc1)NC(=O)CCc1c(C)nc2ncnn2c1C (stereo not given),3.1,2.7,8.8,-0.68,1589,-4%,1.1,-5%,/,/,i,42,-0.5,1295,i,6
Nc1nonc1C(=Nc1ccc(Br)cc1)NO,1.9,1.1,8.0,/,/,10%,1.1,6%,10,813,i,42,/,/,i,-6
CC1CC2(CCCCC2)Nc2c1ccc1ccccc21 (stereo not given),2.3,1.8,3.9,-1.3,517,-18%,1.1,-37%,11,705,i,35,-1.6,1237,i,-16
CSc1nc(-c2ccccc2)nc(N2CCCC2)c1C(C)=O,2.2,1.6,4.5,-0.92,1367,20%,1.1,9%,5,796,i,54,-4.4,1243,i,-9
O=C(/C=C/c1cccc([N+](=O)[O-])c1)Nc1ccccn1,3.0,2.1,9.3,-2.2,1238,-5%,1.1,-3%,-4,602,i,31,0.6,1138,i,1
CCCC/C(C)=N/NC(=O)CN(c1ccc(Br)cc1)S(=O)(=O)c1ccccc1,1.7,2.6,6.3,-0.01,1324,-6%,1.2,-1%,-5,676,i,59,2.0,492,i,13
Cc1ccc(CN2CCN(/N=C/c3cc(Br)cc(Br)c3O)CC2)cc1,3.1,2.3,7.6,0.19,1345,-19%,1.1,-12%,2,703,i,57,3.1,418,i,-5
CCN(CC)c1ccc(C(=O)N/N=C/c2ccccc2OC(F)F)cc1,4.1,4.1,1.2,-0.45,1200,-13%,1.2,-28%,-8,683,i,42,-3.6,1111,i,-7
c1ccc(-n2ncc3c(NCc4cccs4)ncnc32)cc1,4.3,1.9,11,0.41,1150,19%,1,16%,-11,727,i,15,/,/,i,11
COc1ccccc1-c1c(C)oc2cc(OC(=O)c3ccco3)ccc2c1=O,1.3,1.7,3.2,-0.07,1211,14%,1,-4%,-1,705,i,37,-1.7,1226,i,-4
CCN=C1NN=C(c2cc(C)n(Cc3ccco3)c2C)CS1,2.4,2.7,10,-0.38,1111,6%,1,6%,-26,603,i,49,3.4,1018,i,10
N#Cc1c(N)[nH]c(=S)c(C#N)c1-c1ccccc1,3.1,2.0,7.8,0.16,1261,-38%,1.1,-61%,/,/,i,41,-4.8,964,/,/
COc1ccc(-c2[nH]ncc2-c2ccc(Cl)cc2)c(O)c1,5.5,2.0,1.5,-0.25,1136,11%,1.1,1%,5,724,i,48,4.9,1146,i,1
O=C(NCc1nc2ccccc2[nH]1)C1=C[C@H](C2CC2)C[C@H](OCc2ccc(CO)cc2)O1,/,/,/,0.88,795,/,/,/,7,751,i,31,1.6,1430,/,/
CCOC(=O)C1=C(O)C(=O)N(c2ccc(S(N)(=O)=O)cc2)C1c1ccc(Br)cc1 (stereo not given),/,/,/,0.35,1058,/,/,/,21,717,i,48,1.1,1345,/,/
CCCCNC(=O)CC1NCCNC1=O (stereo not given),1.9,0.8,4.1,0.31,1638,6%,1.1,6%,-11,657,i,23,-0.3,1036,i,22
N#Cc1ccc(CSc2nnc(-c3cnccn3)o2)cc1,2.2,0.7,11,-0.52,1092,6%,1.1,3%,-11,674,i,48,-0.9,1058,i,-5
COc1cc(OC)c(S(=O)(=O)Nc2ccccc2N2CCCCC2)cc1NC(C)=O,/,/,/,0.15,1076,/,/,/,3,717,i,52,-0.1,1292,/,/

# (list continues)
SMILES,MT stabilize HCS,MT stabilize HCS Hoechst-high %,MT stabilize HCS cytotoxicity %,Ins promoter up,Ins promoter up cell count,PMI inhibitors,TNAP activators,PMI inhibition,Lipid droplet,Lipid droplet cells 6.5 µM,T cell HTS,T cell HTS vesicle-bound %,b-catenin transl,b-catenin transl cell count 5 µM,Autophagy HCS,Autophagy HCS cell loss 18 h
COc1ccc(C2(C(=O)Nc3ccc(OC)cc3OC)CCCC2)cc1,1.5,1.7,2.9,/,/,2%,1.1,6%,9,668,i,35,0.3,1524,i,-9
CC(C)C(=O)Nc1cccc(NC(=O)c2cccc([N+](=O)[O-])c2)c1,1.4,0.8,4.6,-0.12,1481,4%,1.1,8%,/,/,i,46,1.8,1382,i,-1
CN(CC(O)COC(c1ccccc1)c1ccccc1)C1CCCCC1 (stereo not given),3.8,2.2,5.6,-0.16,1192,1%,1.2,0%,8,709,i,55,-1.9,1124,i,2
CN(C(=O)COc1cc(=O)n(C)c2ccccc12)c1ccc(Br)cc1,1.5,2.9,8.9,0.88,1745,11%,1.1,7%,-3,639,i,29,-1.1,899,/,/
CCOc1ccc(CCN2C(=O)C3C4C=CC(C4)C3C2=O)cc1OCC (stereo not given),5.9,1.7,5.0,-1.4,1671,19%,1.1,15%,-2,711,i,30,1.1,1109,/,/
Cc1cc(C(=O)CN2C(=O)C(=O)N(C)C2=O)c(C)n1-c1cccc(S(=O)(=O)N2CCOCC2)c1,/,/,/,-0.03,998,/,/,/,-6,758,i,36,0.0,1331,/,/
Cc1ccc2nc(SCC(=O)Nc3cccc(S(N)(=O)=O)c3)[nH]c2c1,/,/,/,0.87,1062,/,/,/,-1,651,i,37,-1.4,1351,/,/
COc1ccc(CCNC(=O)CSc2nnnn2-c2ccc(OC)c(OC)c2)cc1OC,3.4,3.2,5.8,-0.4,1222,-13%,1.1,-11%,-2,737,i,47,/,/,i,3
COc1cccc(NC(=O)c2cc(-c3cccnc3)nc3c(Cl)cccc23)c1,5.8,1.9,7.8,-0.11,1539,2%,0.9,4%,/,/,i,21,-0.8,1326,i,13
COc1cc(/C=N/NC(=O)c2ccc(CN3c4cccc5cccc(c45)S3(=O)=O)cc2)cc(OC)c1O,5.6,2.6,3.3,-0.66,1374,13%,1,46%,8,724,/,/,0.7,1460,i,7
COc1ccc(NC(C)C(=O)N/N=C/c2ccccc2OCc2ccc(Br)cc2)cc1 (stereo not given),3.5,1.0,5.2,/,/,20%,1.1,12%,/,/,i,20,/,/,i,-1
O=C(NCCN1CCOCC1)c1ccc2ccccc2c1,2.7,1.6,7.4,0.03,1599,0%,1.1,-4%,/,/,i,19,-2.7,1354,i,4
O=c1cnnc(Nc2ccc(F)cc2)[nH]1,1.7,1.7,1.4,-0.03,1644,-5%,1.1,-8%,2,691,i,45,-2.1,1130,i,-5
O=C(CN1C(=O)c2cccnc2C1=O)c1ccccc1,2.3,1.3,8.6,0.32,1242,-9%,1,1%,-3,732,i,54,-3.3,1234,i,-10
COc1ccc(S(=O)(=O)NCCN2CCOCC2)c2ccccc12,7.0,3.7,10,2,1269,-12%,1.1,22%,/,/,i,34,-5.6,802,i,13
OC(CNC1Cc2ccccc2C1)COc1ccc(Cl)cc1 (stereo not given),/,/,/,0.11,1137,/,/,/,8,756,i,39,0.6,1343,/,/
CC1CCCCC1NC(=O)c1cn(C)c2ccc(S(=O)(=O)N3CCCC3)cc2c1=O (stereo not given),4.5,1.8,11,-0.55,1307,2%,1,0%,1,752,i,35,/,/,i,22

# A draw from above in order of heavy-atom count, rising.
SMILES,MT stabilize HCS,MT stabilize HCS Hoechst-high %,MT stabilize HCS cytotoxicity %,Ins promoter up,Ins promoter up cell count,PMI inhibitors,TNAP activators,PMI inhibition,Lipid droplet,Lipid droplet cells 6.5 µM,T cell HTS,T cell HTS vesicle-bound %,b-catenin transl,b-catenin transl cell count 5 µM,Autophagy HCS,Autophagy HCS cell loss 18 h
O=C(/C=C/c1cccc([N+](=O)[O-])c1)Nc1ccccn1,3.0,2.1,9.3,-2.2,1238,-5%,1.1,-3%,-4,602,i,31,0.6,1138,i,1
COc1ccc(NC(C)C(=O)N/N=C/c2ccccc2OCc2ccc(Br)cc2)cc1 (stereo not given),3.5,1.0,5.2,/,/,20%,1.1,12%,/,/,i,20,/,/,i,-1
COc1cc(/C=N/NC(=O)c2ccc(CN3c4cccc5cccc(c45)S3(=O)=O)cc2)cc(OC)c1O,5.6,2.6,3.3,-0.66,1374,13%,1,46%,8,724,/,/,0.7,1460,i,7

# In the list so far, these contain a nitro group on carbon.
SMILES,MT stabilize HCS,MT stabilize HCS Hoechst-high %,MT stabilize HCS cytotoxicity %,Ins promoter up,Ins promoter up cell count,PMI inhibitors,TNAP activators,PMI inhibition,Lipid droplet,Lipid droplet cells 6.5 µM,T cell HTS,T cell HTS vesicle-bound %,b-catenin transl,b-catenin transl cell count 5 µM,Autophagy HCS,Autophagy HCS cell loss 18 h
O=C(/C=C/c1cccc([N+](=O)[O-])c1)Nc1ccccn1,3.0,2.1,9.3,-2.2,1238,-5%,1.1,-3%,-4,602,i,31,0.6,1138,i,1
CC(C)C(=O)Nc1cccc(NC(=O)c2cccc([N+](=O)[O-])c2)c1,1.4,0.8,4.6,-0.12,1481,4%,1.1,8%,/,/,i,46,1.8,1382,i,-1
